Assay outcomes deposited in PubChem BioAssay by The Scripps Research Institute Molecular Screening Center.
OX1R antag-1 – OX1R (human) antagonism | OX1R-expressing cells, FRET antagonist read-out | inhibition, % at 6.6 µM | AID 485270 | 330,000 tested, 1.8% active; in the data active means inhibition mostly above about 38%, no sharp cut-off; inactive means mostly below about 40%;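 further: 0% = agonist challenge alone and 100% = reference antagonist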
Target sequence (O43613 whole entry, looked up): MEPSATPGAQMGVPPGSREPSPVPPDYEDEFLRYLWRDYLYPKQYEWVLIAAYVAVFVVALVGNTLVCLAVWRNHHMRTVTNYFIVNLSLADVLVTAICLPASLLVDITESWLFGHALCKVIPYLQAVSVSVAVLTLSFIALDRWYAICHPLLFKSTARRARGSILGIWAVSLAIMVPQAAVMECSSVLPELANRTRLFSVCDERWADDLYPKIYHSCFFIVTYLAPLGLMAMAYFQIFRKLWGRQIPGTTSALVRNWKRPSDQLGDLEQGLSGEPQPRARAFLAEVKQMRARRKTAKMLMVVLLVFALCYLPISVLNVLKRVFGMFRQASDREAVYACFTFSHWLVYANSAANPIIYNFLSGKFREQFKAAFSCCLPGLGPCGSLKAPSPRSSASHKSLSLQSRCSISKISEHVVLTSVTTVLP
OX1R antag-2 – antagonists of human orexin 1 receptor; O43613; CHO/OX1R cells, Fluo-8 calcium fluorescence, orexin A; inhibition, % at 5 µM; 330,000 tested, 0.43% active; AID 434989;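 active means inhibition above its plate's threshold, mean inhibition of all tested compounds on the plate plus 3 SD, cut at about 37% in these data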;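 further: 0% = orexin A challenge wells and 100% = SB-334867-A antagonist wells; not every result past the cut was called active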
Numbers without * were called inactive.

SMILES,OX1R antag-1,OX1R antag-2
C/C(=N\NC(=O)c1cccc(S(=O)(=O)N2CCCCC2)c1)c1ccc(C)o1,6,-8
O=C(COC(=O)CCC(=O)c1ccc(F)cc1)Nc1ccc(F)cc1F,13,0
Cc1ccc(-n2c(SCC(=O)NCC3CCCO3)nnc2-c2ccoc2C)cc1 (configuration not stated),7,-20
COc1nc(C)nc2c1ccc1ccccc12,36,-17
CCN(CC)S(=O)(=O)N1CCC(C(=O)NC(C)CCc2ccccc2)CC1 (configuration not stated),10,-17
Cc1ccc(S(=O)(=O)N2CC(C(=O)O)=CC[C@H]2c2ccc3c(c2)OCO3)cc1,11,-16
O=c1c(C=NCCCn2ccnc2)c(-c2ccccc2)[nH]n1-c1nc2ccccc2s1,0,-16
CC(C)c1ccc(/C=c2\sc3nc(-c4ccncc4)nn3c2=O)cc1,23,-21
CC(C)C[C@H](NC(=O)c1[nH]cnc1C(=O)Nc1ccc(CNC(=O)OC(C)(C)C)cc1)C(=O)OC(C)(C)C,9,-27
Cc1ccc(CNc2cc(-c3nn4c(C)nnc4s3)ccc2C)s1,8,-17
COc1cc2c(cc1OC)CN(C(=O)C1CCN(S(=O)(=O)c3ccccc3F)CC1)CC2,0,-8
O=c1c2ccccc2n2c(-c3ccc(F)cc3)nnc2n1Cc1ccccc1,8,-21
O=C(O)Cc1sc(-c2ccccc2)nc1-c1ccccc1,13,-10
CCN1CCN(Cc2ccc(OCc3ccccc3)cc2)CC1,9,-8
O=C(OCc1nc2ccccc2s1)c1cc2ccccc2oc1=O,15,-9
O=C(O)c1cc2c(ccc3ccccc32)oc1=O,25,-1

As entered above.
In OX1R antag-1, O=c1c2ccccc2n2c(-c3ccc(F)cc3)nnc2n1Cc1ccccc1 has the entry 8
In OX1R antag-1, CCN1CCN(Cc2ccc(OCc3ccccc3)cc2)CC1 has the entry 9
In OX1R antag-1, O=C(OCc1nc2ccccc2s1)c1cc2ccccc2oc1=O has the entry 15
In OX1R antag-2, Cc1ccc(CNc2cc(-c3nn4c(C)nnc4s3)ccc2C)s1 has the entry -17

(more compounds)
SMILES,OX1R antag-1,OX1R antag-2
O=C(NCc1cc(C(F)(F)F)cc(C(F)(F)F)c1)C1CC(c2cccc([N+](=O)[O-])c2)=NO1 (configuration not stated),6,-28
O=C(COC(=O)c1ccc2c(=O)n3c(nc2c1)CCC3)Nc1ccc(OC(F)F)cc1,21,-17
CCOc1cc(C)nc(N2CCN(C3CCCCC3)CC2)n1,23,-24
Cc1ccc(/C(O)=C2\C(=O)C(=O)N(c3cc(C)on3)C2c2cccc(Cl)c2)cc1 (configuration not stated),13,-8
COCCCNC(=O)c1ccc(CS(=O)(=O)c2cccc(C(F)(F)F)c2)o1,-7,-6
O=C(CSc1ncn(-c2ccccc2)n1)Nc1nncs1,7,-3
O=C(COC(=O)c1ccccc1Cl)NC(=O)NCc1ccccc1,16,-19
O=C(Nc1ccc(Cl)cc1)C(Cl)C(=O)c1ccccc1 (configuration not stated),15,-3
CCOc1ccc(CCNC(=O)COC(=O)c2nn(C)c(=O)c3ccccc23)cc1OCC,25,-22
COc1ccc(N/C(=N/c2nc(C)cc(C)n2)NC(=O)c2ccccc2)cc1,15,8
Cc1ccc(NC(=O)/C=C\C(=O)NCC(=O)O)cc1,0,-13
CCOCC(=O)Nc1ccc(S(=O)(=O)NCCc2ccccc2)cc1,23,-6
CCOc1ccc(NC2=NC(C(=O)NCc3ccccc3)CC(=O)N2)cc1 (configuration not stated),23,0
COCCNC(=O)c1cc(-c2ccccc2C)n(CC2CC(c3cccc([N+](=O)[O-])c3)=NO2)n1 (configuration not stated),14,-10
O=C(CCS(=O)(=O)c1ccc(Br)cc1)Nc1ccc(Br)cc1F,6,-23
O=C(c1cccc(S(=O)(=O)N2CCOCC2)c1)N1CCC(Cc2ccccc2)CC1,-2,-8

A different layout for two compounds above.
The line under a structure holds: OX1R antag-1	OX1R antag-2
COc1nc(C)nc2c1ccc1ccccc12
 : 36	-17
CCN(CC)S(=O)(=O)N1CCC(C(=O)NC(C)CCc2ccccc2)CC1 (configuration not stated)
 : 10	-17

Going on with the list.
SMILES,OX1R antag-1,OX1R antag-2
O=C(Nc1ccccc1N1CCOCC1)C1CCCO1 (configuration not stated),4,-4
Cc1cccc(NC(=S)N(CCCN(C)C)Cc2cc3cc4c(cc3[nH]c2=O)OCO4)c1,17,-29
Cc1ccc(NC(=O)C2CCN(S(C)(=O)=O)CC2)cc1C,6,-5
Cc1nc2c3cnn(-c4ccccc4)c3ncn2n1,-1,-17
COC(=O)c1sc(NC(=O)COc2cccnc2[N+](=O)[O-])c(C(=O)OC)c1C,4,6
N#Cc1cc([N+](=O)[O-])cnc1Nc1ccccc1,64,-22
CC1(C)[C@@H](O)CC[C@]2(C)[C@H]3C(=O)C=C4[C@@H]5C[C@@](C)(C(=O)O)CC[C@]5(C)CC[C@@]4(C)[C@]3(C)CC[C@@H]12,14,-1
COc1ccc(Br)cc1C(=O)NC(=S)Nc1ccc(CN2CCOCC2)cc1,16,-5
O=C(NCc1ccc(F)cc1)N1CCN(S(=O)(=O)c2ccccc2F)CC1,12,-11
CC(=O)Nc1ccc(S(=O)(=O)NC2Cc3ccccc3C2)cc1,5,-19
CCOC(=O)N1CCN(C(=O)c2ccc(N3CCCC3=O)cc2)CC1,14,-15
CC1CCCC(NC(=O)CCCn2c(=O)[nH]c3cc(Cl)ccc3c2=O)C1C (configuration not stated),7,-32
Cn1cnnc1SCC(=O)NC1CCCCC1,4,-5
NC(=O)Nc1ccc(Cl)cc1,3,4
Cc1c(C(=O)N2CCN(S(=O)(=O)c3cc(F)ccc3F)CC2)oc2ccccc12,2,-4
Cc1ccc(C(=O)Nc2cc(C(F)(F)F)ccc2-n2cncn2)o1,13,-11
O=S(=O)(NC1=NCCC1)c1cccs1,7,-1
CC(Cl)C(=O)c1ccc2c(c1)CCN2C(=O)C1CC1 (configuration not stated),13,-17
CC(=O)N1C(=O)c2cccc3cccc(c23)C(=O)N1C(C)=O,116*,-14
COc1ccccc1NC(=O)c1cc(S(=O)(=O)N2CCCCCC2)ccc1F,24,-40
Cc1noc(C)c1COC(=O)[C@@H](NC(=O)c1ccccc1Cl)C(C)C,4,-24
O=C(Nc1cccc(Cl)c1)c1cc(S(=O)(=O)NCCc2ccc(Cl)cc2)ccc1F,7,-1
CN1C2CCC1CC(NS(=O)(=O)c1cccc(C(F)(F)F)c1)C2 (configuration not stated),16,-10
CC(NC(=O)COc1ccc([N+](=O)[O-])cc1)c1ccccc1 (configuration not stated),26,-20

Brought forward from above: three compounds, then new ones.
SMILES,OX1R antag-1,OX1R antag-2
O=C(Nc1cccc(Cl)c1)c1cc(S(=O)(=O)NCCc2ccc(Cl)cc2)ccc1F,7,-1
CN1C2CCC1CC(NS(=O)(=O)c1cccc(C(F)(F)F)c1)C2 (configuration not stated),16,-10
CC(NC(=O)COc1ccc([N+](=O)[O-])cc1)c1ccccc1 (configuration not stated),26,-20
O=C(/C=C/NCC(=O)c1ccccc1)c1ccc(Br)cc1,21,-7
O=c1[nH]c(CSc2ncccn2)nc2c1cnn2-c1ccccc1,33,-16
Cc1ccc(S(=O)(=O)NNC(=S)NC(=O)c2ccc([N+](=O)[O-])cc2)cc1,70*,-19
O=C(O)c1cccc(Oc2cccc(Cl)n2)c1,6,1
O=C(COc1ccccc1)NCC(=O)N1CCCC1,28,-3
Cc1ccc(NC(=O)c2ncc(Cl)c(Cl)c2Cl)cc1C,-3,-5
O=C(Oc1ccc(/C=N/NC(=O)c2ccccc2O)cc1)c1ccccc1,9,7
COCCN(C(=O)c1snc(C(N)=O)c1N)C(C(=O)NC1CCCCC1)c1ccc(OC)c(OC)c1 (configuration not stated),9,-14

In a second layout: entries from further up
Order of values: OX1R antag-1, OX1R antag-2
O=C(c1cccc(S(=O)(=O)N2CCOCC2)c1)N1CCC(Cc2ccccc2)CC1
    -2, -8
O=C(Nc1ccccc1N1CCOCC1)C1CCCO1 (configuration not stated)
    4, -4

The list continues:
SMILES,OX1R antag-1,OX1R antag-2
COc1ccc(-c2noc(CN3CCC(Cc4ccccc4)CC3)n2)cc1,8,-15
O=C(C1CCCN1S(=O)(=O)c1cccc2cccnc12)N1CCc2ccccc21 (configuration not stated),47*,-6
COc1ccc(C(=O)NC(=S)NNC(=O)COc2ccccc2)cc1,24,-19
Cc1ccccc1NC(=O)CSc1nc2ncc(Cl)cc2[nH]1,10,-30
NS(=O)(=O)c1ccc(-c2ccc(/C=N/NC(=O)c3ccccc3O)o2)cc1,26,-14
CC1CN=C(NC2CCCCC2C)S1 (configuration not stated),25,-15
CNC(=O)CN1C(=O)NC(c2ccccc2)(c2ccccc2)C1=O,27,-3
C=C(C)CSc1nc2c(c(=O)[nH]c(=O)n2C)n1Cc1ccccc1,-1,-38
C/C(=N/NC(=O)CN1CCN(S(=O)(=O)c2ccc(Br)cc2)CC1)c1ccncc1,8,-25
CC(=O)c1cccc(N(C(=O)CNC(=O)c2ccco2)C(C(=O)NC2CCCC2)c2ccco2)c1 (configuration not stated),17,-15
O=C(CC1S/C(=N/N=C/C=C/c2ccccc2)NC1=O)Nc1ccc(C(=O)O)cc1 (configuration not stated),13,-10
CCCCc1cc(=O)oc2cc(OCC(=O)NCc3ccccn3)ccc12,7,-20
CN(C)S(=O)(=O)c1ccc(NC(=O)N2CCN(c3ccccc3)CC2)cc1,7,-11
CC(C)(C)C(=O)C[n+]1ccc(C(N)=O)cc1,27,2
COc1ccc(CC(=O)N2CCN(S(=O)(=O)c3cc(Cl)ccc3Cl)CC2)cc1,9,-13
COc1ccc([N+](=O)[O-])cc1NC(=O)COC(=O)Cn1cnc2ccccc2c1=O,17,-22
Cc1[nH]c2c(Br)cccc2c1[C@H]1[C@@H](CC#N)C1(C)C,16,-48
CCOc1ccc(/C=C(/NC(=O)c2ccc(Cl)cc2)C(=O)O)cc1OCC,6,16
c1ccc(-c2csc3ncnc(-n4cnc5ccccc54)c23)cc1,43,-17
C=CCOc1ccc(CNc2nccs2)cc1OC,9,-25
COc1ccc(C(=O)NCCc2cc3ccc(C)c(C)c3[nH]c2=O)cc1OC,14,-32
O=C(O)CCc1ccc(-c2cccs2)n1NC(=O)c1ccco1,11,1
C/C(=C\C(=O)c1ccc(Cl)cc1Cl)N(C)C,18,-16
COc1ccc(CNS(=O)(=O)c2ccc3c(c2)N(C(C)=O)CCO3)cc1,5,-13
Cc1ccc(S(=O)(=O)NNC(=O)c2cccc(O)c2)cc1,2,-9
O=C(Nc1ccccc1)/C(=C/c1ccccc1)c1ccccc1,34,-9
COc1ccccc1C(=O)C(O)c1ccccc1OC (configuration not stated),3,-1
COc1cc(-c2nc3n(n2)C(c2ccncc2)C(C(N)=O)=C(C)N3)cc(OC)c1OC (configuration not stated),8,-11
N#Cc1ccc(NC(=O)COC(=O)CSc2nnc(-c3ccc(Cl)cc3)o2)cc1,9,-11
Cc1nc2cc(NC(=O)C3COc4ccccc4O3)ccc2s1 (configuration not stated),17,-16
Cc1cccc(Nc2nnc(SCC(=O)NCC3CCCO3)s2)c1 (configuration not stated),5,-11
COC(=O)c1ccc(Sc2ccccn2)c([N+](=O)[O-])c1,24,-17
CCN(CC)CCN(Cc1cc2cc(C)ccc2[nH]c1=O)C(=S)NCc1ccco1,21,-30
Fc1ccc(-n2nnnc2-c2cnc(-c3cccs3)nc2C(F)(F)F)cc1,83*,39
COc1ccccc1NC1C=CS(=O)(=O)C1 (configuration not stated),11,1
Cc1cc(C)c(NC(=O)C2=COCCO2)c(C)c1,14,-4
O=C(CSc1nnc(NC(=O)c2c(F)cccc2F)s1)Nc1ccccc1F,15,0
NS(=O)(=O)c1ccc(CCNC(=O)c2ccncc2)cc1,5,-48
COc1ccc(NC(=O)N2CCN(S(C)(=O)=O)CC2)cc1,23,-18
O=C(O)CNC(=O)/C=C/c1ccc(Cl)cc1Cl,14,-4
CCN(CC)CCCN1C=C2C(=O)C(C)(OC(=O)C3CCCC3)C(=O)C=C2C=C1c1ccsc1 (configuration not stated),37,-16
CCN(CC)CCN1C(=O)C(=O)/C(=C(/O)c2ccc(F)cc2)C1c1ccncc1 (configuration not stated),13,2
O=S(=O)(Nc1cccc(-c2ccc(N3CCOCC3)nn2)c1)c1cc(Cl)ccc1Cl,11,-19
CCOc1ccc(Oc2ccc(-c3nnc(-c4ccccc4)o3)cc2[N+](=O)[O-])cc1,11,-20
O=C(COc1ccc(Cl)cc1)Nc1nnc(S(=O)(=O)N2CCCCCC2)s1,5,-9
O=C(CN1CCCC1=O)NC1C2CC3CC(C2)CC1C3 (configuration not stated),6,-20
CCc1cccc(CC)c1N1C(=O)c2cc(N3CCOCC3)c([N+](=O)[O-])cc2C1=O,27,-36
CC(C)(C)c1cccc(/C=N/O)c1O,13,2
O=C(NCCCn1ccnc1)c1ccc(Br)c(S(=O)(=O)N2CCOCC2)c1,18,-21
COc1ccc(OC)c(-n2nnnc2SCC(=O)Nc2cc(C)ccc2OC)c1,27,-22
COc1ccc(C(=O)Nc2ccc3c4c(cccc24)CC3)cc1,12,-26
CC1(C)CC(=O)C(C=NCCN2CCN(CC(=O)Nc3ccccc3)CC2)=C(O)C1,12,-14
Cc1ccccc1CC(=O)Nc1ccc(S(=O)(=O)N2CCN(C)CC2)cc1,25,-12
CCOc1ccc(NS(=O)(=O)c2cc3c4c(c2)C(C)C(=O)N4CCC3)cc1 (configuration not stated),5,-16
CCCOc1cccc(-c2nnc(NC(=O)c3ccco3)s2)c1,23,-20
O=C(CN(Cc1ccccc1)S(=O)(=O)c1ccccc1)N/N=C/c1ccccc1[N+](=O)[O-],14,-13
CCCn1c(=O)[nH]c(=O)c2c1nc(-c1ccc(OC(F)F)cc1)n2CCN1CCOCC1,16,8
